Compound activity as filed in PubChem BioAssay.
HIV peptide binding = inhibitors of HIV fusion peptide binding, primary screen, biochemical, uHTS, fluorescence dequenching (AID 1986); cell-free peptide binding, fluorescence dequenching, 30 min; higher % means a stronger effect; inhibition, % at 20 µM; hits with a dose series show IC50 in µM; actives 0.3% (n = 290,000); in the data active = inhibition mostly above about 52%, no sharp cut-off; inactive = mostly below about 76%; note: some results filed as inactive read as strong as hits
GPR55 beta-arrestin = GPR55 agonists via beta-arrestin recruitment, primary screen, imaging, U2OS cells, beta-arrestin-GFP redistribution (AID 1961). actives 0.048% (n = 290,000). activation, % at 10 µM; hits with a dose series show EC50 in µM. U2OS GPR55 beta-arrestin-GFP redistribution imaging; higher % means a stronger effect;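 active = activation above 40% with more than 50 cells counted in the well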;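 note: U2OS osteosarcoma cells stably expressing GPR55 and beta-arrestin-GFP; plate controls were DMSO negative control for no effect and LPI positive control for full effect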
West Nile antiviral = West Nile virus antiviral activity, cell-based, CPE readout (AID 1621) | CPE inhibition, % at 10 µM, or IC50 in µM where a hit was titrated | actives 0.02% (n = 290,000) | West Nile virus-infected cells, CPE inhibition; higher % means a stronger effect; in the data active = a potency from the dose series; note: strong numbers were not always called active
KOR beta-arrestin-1 = KOR antagonists, beta-arrestin recruitment, cell-based, luminescence, uHTS (AID 1778). KOR beta-arrestin recruitment, luminescence, antagonist mode; higher % means a stronger effect. inhibition, % at 10 µM, or IC50 in µM where a hit was titrated. actives 0.091% (n = 290,000); in the data active = inhibition above about 50%; note: strong numbers were not always called active
KOR beta-arrestin-2 = KOR agonists, beta-arrestin recruitment, primary screen, cell-based, luminescence, uHTS (AID 1777) | Kappa-type opioid receptor (Homo sapiens) | KOR beta-arrestin recruitment, luminescence; higher % means a stronger effect | one-dose activation, % at 10 µM; EC50 in µM for titrated hits | actives 0.02% (n = 280,000); in the data active = activation above about 50%, passing the limit was not always enough; note: a part of the inactive calls stands beside numbers as strong as those of hits
GPR55 LPI antagonism = GPR55 antagonists blocking LPI-driven arrestin recruitment, primary screen, imaging, U2OS, beta-arrestin-GFP, LPI agonist (AID 2013) | inhibition, % at 10 µM; hits with a dose series show IC50 in µM | actives 0.13% (n = 290,000) | U2OS GPR55 beta-arrestin-GFP translocation imaging, LPI antagonism; higher % means a stronger effect;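 active = spots per cell inhibited over 60%, with over 100 cells counted and total cytoplasm intensity under 500,000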;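 note: U2OS cells stably carrying GPR55 and arrestin-GFP stimulated by 5 µM LPI near EC80; imaged beta-arrestin-GFP aggregate spots per cell after agonist stimulation; plate controls were LPI-stimulated DMSO wells for no effect and DMSO wells without LPI for full effect; some results filed as inactive read as strong as hits; confirmed hits need IC50 under 10 µM and bright autofluorescent wells are also inconclusive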
NOD1 inhibition = NOD1 signaling inhibitors, primary screen, cell-based, luminescence, uHTS (AID 1578); NOD1-driven NF-kB luciferase reporter cells, luminescence; higher % means a stronger effect; inhibition, % at 4 µM; hits with a dose series show EC50 in µM; actives 1% (n = 290,000); in the data active = inhibition mostly above about 36%, no sharp cut-off; inactive = mostly below about 34%;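 note: HEK-293T reporter cells stimulated with the NOD1 agonist gamma-tri-DAP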
Dengue-2 NS5 capping = Dengue-2 NS5 methyltransferase inhibitors, primary screen, biochemical, confirmation dose response (AID 588689). actives 0.3% (n = 340,000). Dengue-2 NS5 methyltransferase capping enzyme assay, biochemical; higher % means a stronger effect. inhibition, % at 25 µM, or IC50 in µM where a hit was titrated. Genome polyprotein (Dengue virus type 2 (strain 16681-PDK53)); in the data active = a potency from the dose series
GPR35 antagonists = GPR35 antagonists blocking zaprinast-driven arrestin recruitment, primary screen, imaging, U2OS, beta-arrestin-GFP, zaprinast agonist (AID 2058) | G-protein coupled receptor 35 (Homo sapiens) | U2OS GPR35 beta-arrestin-GFP translocation imaging, zaprinast antagonism; higher % means a stronger effect | inhibition, % at 10 µM; hits with a dose series show IC50 in µM | actives 0.052% (n = 290,000);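 active = inhibition of at least 50% with at least 30 cells and total cytoplasm GFP at most 10,000,000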
Dengue-2 NS5 capping pilot replicate = second read-out of Dengue-2 NS5 capping, no call of its own (marks repeat the call); inhibition, %; measured here: pilot screen replicate inhibition
* hit, by the source's call; / = no result given; [ ] = dose if it differs, or a comment. The list is partial. The share of hits here may be higher or lower than overall.

SMILES	HIV peptide binding	GPR55 beta-arrestin	West Nile antiviral	KOR beta-arrestin-1	KOR beta-arrestin-2	GPR55 LPI antagonism	NOD1 inhibition	Dengue-2 NS5 capping	GPR35 antagonists	others
Cc1cc(NCCCn2ccnc2)n2nc(-c3ccc(F)cc3)cc2n1	-1.0%	-0.1%	-1.2%	-41%	2.4%	-4%	-42%	0%	-3%
CC(=O)c1ccc2c(c1)Cc1cc(C(C)=O)ccc1-2	2.2%	0.2%	-0.4%	-25%	-4.4%	4%	-36%	-6%	-18%
CCOC(=O)Cn1c(-c2nonc2NC(=O)c2ccccc2F)nc2ccccc21	2.1%	-0.2%	2.2%	-42%	-0.9%	4%	32%	2%	20%
COC(=O)CCC/C=C1\SC[C@@H](NC(=O)c2ccccc2)C1NC(C)=O (stereo partly specified)	1.2%	0.5%	-0.4%	-39%	0.6%	-3%	-9%	-1%	2%
Cc1ccc(CNC(=O)CN(c2cccc([N+](=O)[O-])c2)S(C)(=O)=O)cc1	-1.3%	0.5%	-1.1%	-1%	-3.8%	-6%	-22%	-17%	20%
O=C(O)C(O)C(O)c1nc2ccccc2[nH]1 (stereo unspecified)	-0.8%	0.1%	2.2%	17%	1.6%	7%	-17%	-2%	-6%
CCCN1C2=NS(=O)(=O)CCN2c2ccccc21	-2.2%	0.0%	0.3%	-51%	/	2%	22%	-3%	-11%
CCOc1cc(/C=C2\N=C(SC(C)C(N)=O)N(c3ccc(OC(F)F)cc3)C2=O)ccc1O (stereo unspecified)	48%	-0.1%	1.1%	8%	-3.5%	2%	-1%	-28%	-7%
COc1ccc(C(C(=O)NC2CCCC2)N(C(=O)c2ccoc2C)c2ccc(C)cc2)cc1 (stereo unspecified)	1.1%	0.5%	-0.8%	25%	2.3%	-1%	-10%	-6%	12%
Cc1csc(SCC(=O)NCc2cccs2)n1	-0.7%	0.0%	-0.3%	13%	-3.9%	3%	10%	-2%	1%
N#Cc1cnc(SCC(=O)c2ccccc2)nc1N	4.1%	-0.1%	0.5%	1%	-2.4%	7%	-14%	-15%	-10%
CC(Sc1nncs1)C(=O)NCc1ccc2c(c1)OCO2 (stereo unspecified)	-1.5%	-0.2%	-0.1%	-43%	-1.7%	5%	-2%	-1%	3%
CN(C(=O)CC1C(=O)NCCN1Cc1ccoc1)C1CCOCC1 (stereo unspecified)	2.5%	0.0%	0.5%	-20%	1.9%	-1%	-13%	3%	-5%
CC(=O)Nc1ccc(C(=O)N/N=C/c2ccc(F)cc2)cc1	-0.5%	-0.2%	0.4%	-16%	0.9%	1%	-2%	-8%	12%
Cc1ccc(/C(O)=C2\C(=O)C(=O)N(Cc3cccnc3)C2c2ccccc2[N+](=O)[O-])cc1 (stereo unspecified)	-1.0%	-0.3%	-0.7%	18%	6.2%	10%	-40%	-4%	18%

The last 5 entries of the section above are carried over, then new ones follow.
SMILES	HIV peptide binding	GPR55 beta-arrestin	West Nile antiviral	KOR beta-arrestin-1	KOR beta-arrestin-2	GPR55 LPI antagonism	NOD1 inhibition	Dengue-2 NS5 capping	GPR35 antagonists	others
N#Cc1cnc(SCC(=O)c2ccccc2)nc1N	4.1%	-0.1%	0.5%	1%	-2.4%	7%	-14%	-15%	-10%
CC(Sc1nncs1)C(=O)NCc1ccc2c(c1)OCO2 (stereo unspecified)	-1.5%	-0.2%	-0.1%	-43%	-1.7%	5%	-2%	-1%	3%
CN(C(=O)CC1C(=O)NCCN1Cc1ccoc1)C1CCOCC1 (stereo unspecified)	2.5%	0.0%	0.5%	-20%	1.9%	-1%	-13%	3%	-5%
CC(=O)Nc1ccc(C(=O)N/N=C/c2ccc(F)cc2)cc1	-0.5%	-0.2%	0.4%	-16%	0.9%	1%	-2%	-8%	12%
Cc1ccc(/C(O)=C2\C(=O)C(=O)N(Cc3cccnc3)C2c2ccccc2[N+](=O)[O-])cc1 (stereo unspecified)	-1.0%	-0.3%	-0.7%	18%	6.2%	10%	-40%	-4%	18%
Cc1[nH]c2ccccc2c1/C=N/Nc1ccc(F)cc1F	8.9%	-0.2%	-0.8%	6%	-3.6%	0%	-42%	/	9%
COCCCNc1nnc(Cc2ccc(Cl)cc2)c(=O)[nH]1	-0.5%	0.0%	3.1%	-39%	2.2%	2%	2%	-8%	3%
Cc1cc(Nc2ccccc2)n(-c2cccc(Cl)c2)n1	-2.0%	-0.1%	-1.5%	-10%	-2.5%	9%	7%	2%	20%	Dengue-2 NS5 capping pilot replicate=0.9
Cc1noc(/C=C/N(C)C)c1S(=O)(=O)N1CCCC(C(=O)Nc2ccccc2F)C1 (stereo unspecified)	-0.6%	0.2%	0.7%	-32%	-2.0%	14%	-19%	-8%	0%
O=C(NC1CCCC1)C(c1ccc(Cl)cc1)N1CCN(C2CCCCC2)CC1 (stereo unspecified)	0.0%	0.6%	-0.3%	-5%	3.0%	4%	-13%	2%	10%
CN(CC(=O)Nc1cccc(C#N)c1)Cc1ccc(Cl)cc1	0.2%	0.6%	-0.6%	5%	-1.8%	12%	-38%	-17%	-13%
Cc1ccc(OCC(=O)NC2CC(C)(C)NC(C)(C)C2)c(C)c1	-0.8%	-0.1%	0.5%	-51%[20 µM]	/	-7%	-47%	-2%	-4%
O=C(CCC(=O)N(CC(=O)NC1CCCCC1)Cc1ccccc1)Nc1nccs1	-0.1%	-0.2%	-1.0%	8%	-0.6%	-1%	-8%	2%	-5%
COc1ccc(C(C(=O)NCC2CCCO2)N(C(=O)CNC(=O)c2cccs2)c2ccc(NC(C)=O)cc2)cc1OC (stereo unspecified)	1.0%	0.2%	0.8%	-7%[20 µM]	/	2%	-49%	/	8%
CC(C)(C)c1cc(N2CCOCC2)n2ncc(-c3ccc(Cl)cc3)c2n1	0.7%	-0.2%	-0.1%	30%	-8.3%	12%	-1%	-2%	7%
COc1ccc(Nc2nc(NCCCN3CCOCC3)nc(N)c2[N+](=O)[O-])cc1	1.4%	-0.1%	0.6%	28%	-2.9%	-7%	1%	-3%	-6%
Cc1cccn2cc(CNC(=O)c3ccco3)nc12	-0.6%	-0.3%	-0.2%	-3%	-2.1%	10%	/	-1%	10%
CCCOC(=O)c1ccc(Oc2cn[nH]c2-c2ccc(OC)cc2O)cc1	0.3%	0.3%	/	15%	5.3%	0%	42%	-8%	5%
Cc1c(Cl)cccc1NC(=O)CN1CCC(NC(=O)C2CCCCC2)CC1	3.3%	0.0%	-2.0%	-11%	2.5%	13%	-38%	-5%	6%
O=C1CCCN1CCCNC(=S)Nc1ccc(F)cc1	0.0%	0.1%	0.8%	13%	1.5%	7%	-44%	-7%	-3%

Three compounds out of the list, arranged by length of the SMILES, low to high.
SMILES	HIV peptide binding	GPR55 beta-arrestin	West Nile antiviral	KOR beta-arrestin-1	KOR beta-arrestin-2	GPR55 LPI antagonism	NOD1 inhibition	Dengue-2 NS5 capping	GPR35 antagonists	others
O=C1CCCN1CCCNC(=S)Nc1ccc(F)cc1	0.0%	0.1%	0.8%	13%	1.5%	7%	-44%	-7%	-3%
Cc1[nH]c2ccccc2c1/C=N/Nc1ccc(F)cc1F	8.9%	-0.2%	-0.8%	6%	-3.6%	0%	-42%	/	9%
COc1ccc(C(C(=O)NCC2CCCO2)N(C(=O)CNC(=O)c2cccs2)c2ccc(NC(C)=O)cc2)cc1OC (stereo unspecified)	1.0%	0.2%	0.8%	-7%[20 µM]	/	2%	-49%	/	8%

Next entries
SMILES	HIV peptide binding	GPR55 beta-arrestin	West Nile antiviral	KOR beta-arrestin-1	KOR beta-arrestin-2	GPR55 LPI antagonism	NOD1 inhibition	Dengue-2 NS5 capping	GPR35 antagonists	others
OC(CN1CCN(c2ccccn2)CC1)Cn1c2ccccc2c2ccccc21 (stereo unspecified)	-4.9%	-0.1%	1.1%	18%	0.4%	14%	-45%	-3%	16%
CCOC(=O)c1ccc(N2CCN(c3ccccc3F)CC2)c(NC(=O)Nc2cccc(OC)c2)c1	0.0%	0.3%	-0.1%	9%	1.2%	11%	28%	-8%	-1%
c1ccc(OCc2noc(CN3CC[C@@H]4CCCC[C@H]4C3)n2)cc1	-0.2%	-0.1%	-0.2%	-25%[20 µM]	/	5%	-38%	-5%	10%
COc1ccc(CCNC(=O)CSc2ccc(-c3ccco3)nn2)cc1OC	5.4%	-0.2%	-0.6%	-6%	5.1%	5%	-15%	-6%	6%
O=C(Cc1cccc2ccccc12)N/N=C/c1ccc(Sc2cccc3cccnc23)o1	-3.0%	-0.1%	/	-35%	2.4%	0%	62%	/	-15%
Cc1cc(N2CCN(S(=O)(=O)c3ccc(Cl)cc3)CC2)c2ccccc2n1	3.8%	0.2%	2.7%	-1%	5.0%	7%	24%	-1%	-15%
CCN(CC)S(=O)(=O)c1ccc(NC(=O)CNC2CCCCC2)cc1	0.7%	0.0%	-0.2%	-2%	1.2%	4%	10%	1%	24%
CCc1nnc(NC(=O)c2ccc(OC)cc2)s1	-0.5%	-0.3%	0.0%	6%	-4.8%	0%	-15%	-4%	4%
CCOc1ccc(NC(=S)NN(C)C(=S)Nc2ccc(OCC)cc2)cc1	-0.1%	-0.2%	-1.6%	-35%	1.8%	13%	-28%	2%	-6%
CCN1CCCC1Cn1cnc2c([nH]c3ccc(OC)cc32)c1=O (stereo unspecified)	-1.4%	-0.1%	0.1%	15%	6.2%	1%	-5%	3%	11%
N#Cc1c(-c2ccco2)cc(-c2ccc(F)cc2)nc1N	35%	0.5%	1.1%	-2%	2.3%	0%	5%	-12%	-1%
O=C(CSc1ncn(-c2ccccc2)n1)Nc1nc2ccccc2s1	-1.4%	-0.1%	0.2%	26%	-1.4%	6%	-4%	-8%	-17%
O=C(CCNS(=O)(=O)/C=C/c1ccccc1)NCCc1c[nH]c2ccccc12	0.0%	-0.1%	-1.2%	-8%	-3.7%	-17%	0%	-10%	27%
COc1ccccc1C1NC(=O)CS1 (stereo unspecified)	-0.8%	-0.3%	1.2%	-34%	-5.0%	-6%	-14%	1%	-11%
COc1ccc(C[C@H]2CN3C(=NC[C@@H]3C(C)C)N2C[C@H](C)NC(=O)c2ccc(C)c(Br)c2)cc1	-0.1%	0.7%	0.1%	6.3µM*	-4.2%	18%	-23%	-5%	-26%
CC(NC(=O)c1ccco1)C(c1cccs1)N1CCN(c2ccccc2)CC1 (stereo unspecified)	-3.1%	0.2%	1.4%	18%	-1.3%	6%	-12%	-4%	0%
Cc1ccc(S(=O)(=O)N(C)c2ccc(C(=O)Nc3cccnc3)cc2)cc1	1.8%	0.0%	0.7%	14%	-2.6%	10%	-12%	1%	23%
